TAG inh = reduces triacylglycerol accumulation in H9c2 cells; Nile Red lipid (TAG) fluorescence; cells loaded with 200 µM oleic acid; inhibition, % at 12.5 µM; actives 0.66% (n = 230,000); AID 651582;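 active = pattern-corrected inhibition of lipid staining of at least 50% with the nuclear-stain viability signal not falling by more than 50%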;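 note: 0% = DMSO wells and 100% = triacsin C control wells; some results filed as inactive read as strong as hits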
TAG inh DAPI viability = second read-out of TAG inh, no call of its own (marks repeat the call); DAPI nuclei signal change (viability), lower = more cytotoxic, %;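 whole-well DAPI fluorescence read on a plate reader as a viability signal; minus 50 percent equals half of cells still viable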
The depositor's hits bear a star; & = joins results of further samples. Not all compounds are listed; count on the stated rates, not on these rows.

SMILES | TAG inh | TAG inh DAPI viability
Cc1cc(NC(=O)C2CC=CCC2C(=O)O)ccc1NC(=O)c1ccccc1 (stereo not given) | -2.2 | 4.1
COc1ccc(Cl)cc1C(=O)NNC(=O)CSc1nnnn1C | -8.1 | 19.2
CCOC(=O)CN(C(=O)CSc1nnc(-c2ccncc2)n1CCCN(C)C)c1ccccc1 | -2.0 | 4.0
O=C(CN1C(=O)NC(Cc2c[nH]c3ccccc23)C1=O)Nc1ccc(F)cc1F (stereo not given) | 2.4 | 2.1
CS(=O)(=O)C1=C(O)C(=O)N(c2ccccc2)C1c1ccccc1 (stereo not given) | -11.2 | -3.0
O=C(NCc1cccnc1)c1ccccc1NS(=O)(=O)c1ccccc1 | -1.4 | 3.6
CC(Sc1nnc(C2CC2)n1C1CC1)C(=O)c1ccc(F)cc1 (stereo not given) | 12.5 | 1.3
CN(C)S(=O)(=O)c1cccc(NC(=S)Nc2cccc3cnccc23)c1 | -45.2 | 4.1
Cc1ccccc1N1C(=O)C(Cc2ccc(F)cc2)S/C1=C(\C#N)C(N)=O (stereo not given) | -0.6 | -3.1
Cc1nc(NC(=O)/C=C/c2ccccc2)sc1C(=O)Nc1ccccc1Cl | 8.4 | 33.6
COc1cccc(CSc2nc3ccncc3[nH]2)c1 | -11.4 | -1.4
CCOc1ccc(CN2CCNC(=O)C2CC(=O)NCc2csc(C)n2)cc1 (stereo not given) | -11.2 | 1.1
CCOc1ccc(/C=N/Nc2ccccn2)cc1OC | -12.7 | 0.9
COCc1cc(C)nc(NCCO)c1C#N | -25.8 | 3.3
CCOc1ccc(C(=O)CC(Sc2ccc(C)cc2)C(=O)O)cc1 (stereo not given) | 1.0 | 8.5
Cc1c([C@@H]2C[C@H]3CN(Cc4cccc(Cl)c4)C(=O)[C@]34CCCN24)cnn1C | -5.1 | 4.0
Cc1ccc(NC(=O)CN(C)C(=O)c2cccc(S(=O)(=O)N3CCCC3)c2)cc1 | -43.2 | 0.1
CCOc1cc(N2CCOCC2)c(OCC)cc1NC(=O)COc1ncnc2ccc(Br)cc12 | 18.5 | 2.8
c1csc(-c2nc3ccccc3[nH]2)c1 | -19.7 | -1.8
O=C(CN1C(=O)C(=O)N(Cc2ccco2)C1=O)Nc1ccccc1 | 9.8 | -0.4
Cc1cc(C(=O)CSc2nnc3c(Cl)cc(Cl)cn23)c(C)n1C | -7.8 | 2.1
COCCn1c(=O)c2ccccc2c2ccccc2c1=O | 0.4 | 1.1
CC(C)(C)OC(=O)NCCCC[C@@H](C(=O)N1CCN(C(=O)OC(C)(C)C)CC1)n1cc(CCC(=O)O)nn1 | -9.4 | 6.6
COc1cccc(-n2cc(CN(C)C(=O)C3CCC(=O)N(C4CC4)C3)cn2)c1 (stereo not given) | -0.6 | 13.8
Cc1ccc(C(=O)N2CCCC(C(F)(F)F)C2)cc1S(=O)(=O)N1CCOCC1 (stereo not given) | -17.4 | 1.4
O=C(O)C1=C[C@H](c2cccs2)C[C@H](OCc2ccc(CO)cc2)O1 | 23.9 | 1.0
O=[N+]([O-])/C=C/c1cn(Cc2ccccc2)c2ccccc12 | -12.7 | -6.9
CCOC(=O)N1CCC(NCCNC(=O)c2ccccc2)CC1 | 8.8&11.5 | -7.2&-10.9
COc1cc(OC)cc(C(=O)NCCS(=O)(=O)N2CCN(Cc3ccccc3)CC2)c1 | 4.1 | -12.3
Cc1ccc(S(=O)(=O)c2cnc3cc(C)nn3c2N)cc1 | -7.4 | 3.5
COc1ccc(N(C)S(=O)(=O)c2cccc(C(=O)N3CCN(S(=O)(=O)c4ccc(C)cc4)CC3)c2)cc1 | -4.9 | -3.5
NC(=O)C1CCN(c2nc(-c3cccs3)cs2)CC1 | -5.9 | 0.2
CCCCCC(=O)Nc1cccc(C2=NOC3(C2)C[C@H](C(N)=O)N(C(=O)c2ccccc2)C3)c1 (stereo not given in full) | 18.8 | 2.4
NC(=O)c1ccc2c(c1)OCCO2 | 21.7 | -16.2
CCCC(C(=O)NCc1ccco1)N(C(=O)CNS(=O)(=O)c1ccccc1)c1ccccc1OC (stereo not given) | -8.4 | -9.1
COc1ccc(OC(=O)c2cccc([N+](=O)[O-])c2)c(C(=O)/C=C/c2cccs2)c1 | 14.1 | -7.3
Nc1nonc1-c1noc(CCCN2C(=O)c3ccccc3C2=O)n1 | -17.9 | 12.8
CC(C)c1ccc(NC(=O)NC2CCN(CC(=O)Nc3cccc4ccccc34)CC2)cc1 | 23.9 | 9.2
COc1ccc2nc3oc(C(=O)N4CCN(c5cccc(Cl)c5)CC4)cc3cc2c1 | -0.5 | -9.7
O=C(NCCO)C(=O)NCC1OCCCN1S(=O)(=O)c1cccs1 (stereo not given) | 3.2 | -4.2
COC(=O)C1CCN(c2ccc([N+](=O)[O-])cc2[N+](=O)[O-])CC1 | -9.6 | -5.2
COc1ccc(OC)c(/C=C/C(=O)N2CCN(S(=O)(=O)c3ccc(C)cc3C)CC2)c1 | -1.6 | 12.5
Cc1ccc(NC(=O)CSC2=NCCN2)cc1 | 15.9 | 6.8
O=C(CCc1ccccc1)Nc1ccc(F)c([N+](=O)[O-])c1 | -18.4 | 9.1
CCOC(=O)c1c(NC(=O)COC(=O)c2ccc([N+](=O)[O-])cc2)sc(C(=O)N(C)C)c1C | 7.0 | 3.3
COc1cc(-c2nc(-c3cccnc3)no2)cc(OC)c1OC | 18.0 | 1.2
c1ccc(-c2ccccc2OCCCCn2ccnc2)cc1 | -26.8 | 9.1
Cc1ccc2nc(-c3ccc(NC(=O)CNC4CC4)cc3)sc2c1 | 8.7 | 36.3
CC(C)Oc1cccc(C(=O)Nc2nnc([C@@H]3C[C@H](O)[C@@H](CO)O3)s2)c1 | 5.7 | 5.4
COc1ccc(-c2nc(N3CCCC3)[nH]c(=O)c2C#N)cc1 | 7.0 | 4.5
The list continues.
SMILES | TAG inh | TAG inh DAPI viability
CCCn1c(SCC(=O)Nc2c(CC)cccc2CC)nnc1C(C)C | -1.9 | -3.1
O=C(COC(=O)c1ccccc1Cl)NC1CCCCCCC1 | 3.3 | -1.9
O=C(O)C1=C[C@H](c2ccccc2)C[C@H](OCCCCO)O1 | -6.4 | -2.9
COc1ccc(N2C(=O)CN(Cc3ccc(OC)c(OC)c3)C2=S)cc1 | 9.7 | 10.5
Cc1nc2c(cnn2-c2ccccc2)c(=O)[nH]1 | -4.2 | 8.0
Cc1[nH]nc2c1C(c1c[nH]c3ccccc13)C(C#N)=C(N)O2 (stereo not given) | -2.1 | -0.8
Cc1cccc(C)c1-n1nnnc1SCc1nc(N)nc(N(C)C)n1 | 3.2 | -0.5
C#CCOCCOCCOCCNc1nc(N2CCN(C(=O)CCCCCCCCCCNC(=O)Cn3cc(CCCCCN)nn3)CC2)nc(N2CCN(C(=O)CCCCCCCCCCNC(=O)[C@@H](CCSC)n3cc(CCO)nn3)CC2)n1 | -40.2 | -1.4
O=C(O)c1cc(-c2ccccc2)n(-c2ccccc2C(=O)O)n1 | 9.8 | 1.1
O=C(CN1CCN(c2ccccc2F)CC1)NC(=O)NC1CCCCC1 | 2.0 | 0.8
Cc1ccc(-c2csc(NC(=O)C[n+]3cc(-c4ccc(C)cc4)n4c3CCC4)n2)cc1 | 11.5 | 10.4
O=C(/C=C/c1cn(-c2ccccc2)nc1-c1cccnc1)c1ccco1 | 11.1 | -10.9
CSc1ccc(S(=O)(=O)NCC(=O)OCC(=O)N(C)CC(=O)Nc2ccccc2Cl)cc1[N+](=O)[O-] | 9.4 | -13.9
Cc1c(NS(=O)(=O)c2ccc(S(=O)(=O)c3ccccc3)s2)c(=O)n(-c2ccccc2)n1C | 1.4 | -5.6
CCOc1cc(/C=N/NC(=O)c2cccnc2)ccc1OC(=O)c1ccco1 | 8.0 | -1.2
Oc1ccc(O)c(Cc2nc3ccccc3[nH]2)c1 | -11.6 | 1.9
COc1ccc(CN=C2NN=C(c3ccccc3)CS2)cc1 | -8.7 | 11.3
CC(C)(C)[C@H]1COC(=O)[C@@H](Cc2ccc(F)cc2)CC/C=C/C[C@@H](CC(=O)N[C@@H](CO)Cc2ccccc2)C(=O)N1 | 14.1 | -11.8
COc1ccc(CNC(=O)C2(CC3CC(c4ccccc4)=NO3)CCN(C(=O)C3(C)CC3)CC2)cc1 (stereo not given) | 20.4 | -4.8
COCCCNC(=O)c1oc2ccc(S(=O)(=O)N(C)C3CCCCC3)cc2c1C | 20.7 | -9.4
COc1ccc(CCNC(=O)COC(=O)/C=C/c2cccs2)cc1 | 5.1 | -6.8
CC1(C)CC[C@]2(C(=O)O[C@@H]3O[C@H](CO)[C@@H](O)[C@H](O)[C@H]3O)CC[C@]3(C)C(=CCC4[C@@]5(C)CC[C@H](O[C@@H]6O[C@H](C(=O)O)[C@@H](O[C@H]7OC[C@@H](O)[C@@H](O)[C@@H]7O)[C@H](O)[C@H]6O)C(C)(C)C5CC[C@]43C)[C@@H]2C1 (stereo not given in full) | 13.6 | 9.9
C/C(=N\Nc1nc2ccccc2[nH]1)c1ccc2c(c1)OCO2 | -7.3 | 5.3
S=C(Nc1cccnc1)N1CCCCC1 | 3.0 | -4.4
CCCc1cc(Nc2ccc(C)cc2)n2ncnc2n1 | 12.4 | -17.0
c1ccc2nc(N3CCOCC3)c(N3CCCC3)nc2c1 | -6.1 | -4.9
Cn1nc(N2CCN(S(=O)(=O)c3ccccc3)CC2)c(=O)n(C)c1=O | -3.0 | -6.0
CCOC(=O)C1CCN(C(=O)c2cccc(S(=O)(=O)N3CCc4ccccc43)c2)CC1 | -21.6 | -2.8
Cc1ccc2nc3cc([N+](=O)[O-])cc([N+](=O)[O-])c3cc2c1 | 91.1 | -78.3
O=C(COC(=O)c1ccc(Br)o1)NC1CCCc2ccccc21 (stereo not given) | 4.3 | -6.4
COc1ccccc1CNC(=O)COC(=O)c1cc(S(=O)(=O)N2CCOCC2)ccc1Cl | 11.5 | -3.0
CCCNC(=O)Cn1c(=O)n(C)c2ccccc21 | -1.0 | -2.6
COc1cc(CN2CCNC(=O)C2CC(=O)N2CCCN(C(C)=O)CC2)cc(OC)c1 (stereo not given) | -9.4 | -4.2
COC(=O)c1c(C)noc1-c1snnc1C | -2.4 | 1.3
COc1c(Br)cc([N+](=O)[O-])c(OC)c1C(=O)NC(=O)Nc1cc(Cl)cc(Cl)c1 | -5.8 | 3.1
CC1CC(C)CN(c2cc3c(cc2[N+](=O)[O-])C(=O)N(c2ccccc2)C3=O)C1 (stereo not given) | -14.0 | 11.7
CCOC(=O)C1(Cc2ccccc2)CCN(Cc2cn(CC(=O)OC)c3ccccc23)CC1 | 13.6 | 1.5
COc1ccccc1C(C)NC(=O)CCC(=O)N1CCN(S(=O)(=O)c2ccc(Cl)cc2)CC1 (stereo not given) | -6.3 | -5.1
CCOC(=O)C(=O)N1CCN(c2nc(-c3ccc(Cl)cc3)cs2)CC1 | -1.3 | -5.8
CC(=O)c1ccc(NS(=O)(=O)c2c(C)cc(C)cc2C)cc1 | 2.2 | 2.1
COc1cccc(C2CCCN2Cc2nc(CCC(C)C)no2)c1 (stereo not given) | 10.8 | -8.8
CCCNC(=O)C1(C)CCN(C(=O)c2ccc3sccc3c2)C1 (stereo not given) | 9.4 | -0.2
CCCCn1c2c(c(=O)n(C)c1=O)C(c1ccc(OC)cc1)N1CCCCCC1=N2 (stereo not given) | 19.4 | -21.3
CC(=O)C1=C(C)OC(N)=C(C#N)C1c1cccc2ccccc12 (stereo not given) | -3.4 | -4.7
CSC1=NC(=O)/C(=C\c2cccc3ccccc23)S1 | 4.8 | -3.8
N/C(=N\OC(=O)Cc1ccccc1[N+](=O)[O-])c1cccc(Br)c1 | 8.0 | -5.8
O=C(N/N=C\c1ccc[nH]1)C1COc2ccccc2O1 (stereo not given) | -4.5 | -8.4
Cc1cccc(CSc2nc3[nH]ncc3c(=O)[nH]2)c1 | 3.8 | -9.8
O=C(CN1CCN(C(=O)c2c(F)cccc2F)CC1)Nc1ccccc1F | 9.8 | -10.3
Cc1ccc(-n2ncc3c(NCCCn4ccnc4)ncnc32)c(C)c1 | -4.1 | -1.1
Next part:
SMILES | TAG inh | TAG inh DAPI viability
O=C(CCS(=O)(=O)c1ccc(F)cc1)Nc1nnc(-c2ccc(F)cc2)o1 | 3.0 | -3.0
O=C(CN1C(=O)C(=O)N(C2CCCC2)C1=O)Nc1ccc(Cl)cc1C(F)(F)F | 7.4 | -3.2
FC(F)(F)c1cccc(NC(=S)Nc2ccc(Cl)cc2Cl)c1 | -17.2 | 5.1
COc1ccccc1C(=O)NC(CCSC)C(=O)OC(C)C(=O)NC1CC1 (stereo not given) | 4.7 | -5.7
NC(=O)c1ccsc1NC(=O)COC(=O)c1cc(=O)[nH]c2ccccc12 | -8.4 | 4.7
COc1cccc(S(=O)(=O)Nc2ccc3c(c2)[C@H]2C[C@H](CC(=O)N[C@@H](C)c4ccccc4)O[C@H](CO)[C@H]2O3)c1 | 5.0 | -5.6
CCC(C)NC(=O)C1=C(C)C(=O)OC12CCC(C)CC2 (stereo not given) | 1.3 | -1.5
